Screening data deposited in PubChem by National Center for Advancing Translational Sciences (NCATS).
UDG counterscr: counter-screen for AID inhibitors: uracil-DNA glycosylase inhibition; 0.14% of 91,000 active; AID 1347430; Potency, µM (top dose mostly 115 µM), without a hit: at the highest dose activity change, negative = inhibition, usual class: inhibitors; FRET deamination/UDG coupled assay, UDG read, 4 h; also: nearly all actives have a fitted effect of over 65% in size
AID inh: activation induced cytidine deaminase inhibition; Q9GZX7; AID deamination FRET fluorescence, UDG-coupled, 4 h; Potency, µM (highest dose often 115 µM), inactives show top-dose activity change, negative = inhibition, usual class: inhibitors; 0.32% of 91,000 active; AID 1347428; also: nearly all actives have a fitted effect of over 25% in size
Target sequence (Q9GZX7 whole entry, looked up): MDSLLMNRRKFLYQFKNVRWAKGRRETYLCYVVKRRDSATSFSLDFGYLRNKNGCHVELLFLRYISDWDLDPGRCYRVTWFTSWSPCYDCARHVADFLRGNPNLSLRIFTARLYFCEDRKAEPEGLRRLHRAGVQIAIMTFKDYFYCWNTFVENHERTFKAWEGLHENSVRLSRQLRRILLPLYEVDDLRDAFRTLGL
Numbers without * were called inactive; i = inactive; ? = inconclusive; [ ] = dose if it differs, or a comment. Calls follow the shape of the dose curve; as a rule, active = well fitted curve in the direction sought with a large enough effect; inconclusive = small, poorly fitted or top-dose-only effect, or another doubt; inactive = no such curve, though single readings can be large; an effect the other way counts as inactive or inconclusive. % is scaled to controls: 0 for no effect and ±100 for the full control effect; potency is read from the fitted curve at half-maximal effect.

Molecule	UDG counterscr	AID inh
COc1ccc(Oc2c(C)oc3cc(OS(C)(=O)=O)ccc3c2=O)cc1	1%	-4%
Cc1ccc(-c2nnc(Nc3cccc(Cl)c3)c3ccccc23)cc1S(=O)(=O)N1CCOCC1	-4%[57.5 µM]	?
COC(=O)c1ccc(C2C(C(=O)Nc3ccccc3)=C(C)Nc3nc4ccccc4n32)cc1 (configuration not stated)	4%	30%
COc1ccc(C(=O)Oc2cccc(C)c2)cc1Br	1%	-3%
COC(=O)c1cccc(OC(=O)/C=C/c2ccc(-c3ccccc3)s2)c1	-4%	-11%
CN(Cc1ccccc1)C(=O)c1ccc(CSc2nc3cccnc3n2Cc2ccccc2F)cc1	-22%	?
O=C(COC(=O)C1(c2ccc(F)cc2)CCCC1)Nc1cc([N+](=O)[O-])ccc1F	2%	0%
COc1c(C)cccc1C(=O)Nc1cccc2ccc(C)nc12	-14%	?
CCc1ccc(NC(=O)CSc2nc(-c3ccccc3)c(C#N)c(=O)[nH]2)cc1	0%	?
CC(C)CCNC(=O)NC(=O)COC(=O)Cc1n[nH]c(=O)c2ccccc12	5%	-3%
Cc1ccc2c(CC(=O)Nc3ccc(S(=O)(=O)N4CCCCC4)cc3)coc2c1C	-22%	30%
CCNC(=O)NC(=O)C(C)N(C)Cc1cccc(C#N)c1 (configuration not stated)	1%	-2%
CC(C)CCn1cnc2c1c(=O)n(CC(=O)N1CCCc3ccccc31)c(=O)n2Cc1ccccc1	-7%	-15%
CCCN(Cc1ccc(C#N)cc1)C(=O)C1=NNC(=O)CC1	3%	0%
O=C(c1ccccc1)n1nc(-c2ccc(Cl)cc2)nc1NCc1ccco1	0%	-14%
Cn1c(=O)oc2cc(S(=O)(=O)CCC(=O)N3CCN(c4ccccc4)CC3)ccc21	-7%[57.5 µM]	-13%[57.5 µM]
CCOC(=O)C(C)(C)Oc1ccc(Cl)cc1	-2%	-3%
CC(NC(=O)c1ccc2c(c1)sc1nc(-c3ccccc3)cn12)C12CC3CC(CC(C3)C1)C2 (configuration not stated)	0%[57.5 µM]	7%
CCOc1ccc(NC(=O)Cn2nc3c(cc2=O)CC(C)CC3)cc1 (configuration not stated)	4%	-12%
CC(C)C(=O)NC1CCCN(C(=O)c2cc(=O)[nH]c3ccccc23)C1 (configuration not stated)	6%	-3%
O=c1cc(CN2CCCN(Cc3ccc(C(F)(F)F)cc3)CC2)nc2ccc(Cl)cn12	1%	-1%
Cc1noc(-c2ccc(-c3noc(-c4ccc(C(F)(F)F)cc4)n3)cc2)n1	-12%[57.5 µM]	-3%[57.5 µM]
CCOc1ccccc1Nc1ncnc2c1c(-c1ccccc1)cn2-c1ccc(OC)cc1	-17%[57.5 µM]	?
CN(CC(=O)Nc1ccc(Cl)cc1)Cc1cc(F)cc2c1OCOC2	-9%	-6%
Cc1cccc(N2CCN(C(=O)Cn3cnc4sc(C)c(S(=O)(=O)N5CCN(c6ncccn6)CC5)c4c3=O)CC2C)c1 (configuration not stated)	-7%	7%

For convenience, some entries already given:
Molecule	UDG counterscr	AID inh
COc1ccc(Oc2c(C)oc3cc(OS(C)(=O)=O)ccc3c2=O)cc1	1%	-4%
Cc1ccc(-c2nnc(Nc3cccc(Cl)c3)c3ccccc23)cc1S(=O)(=O)N1CCOCC1	-4%[57.5 µM]	?
COC(=O)c1ccc(C2C(C(=O)Nc3ccccc3)=C(C)Nc3nc4ccccc4n32)cc1 (configuration not stated)	4%	30%
COc1ccc(C(=O)Oc2cccc(C)c2)cc1Br	1%	-3%
COC(=O)c1cccc(OC(=O)/C=C/c2ccc(-c3ccccc3)s2)c1	-4%	-11%
CN(Cc1ccccc1)C(=O)c1ccc(CSc2nc3cccnc3n2Cc2ccccc2F)cc1	-22%	?
O=C(COC(=O)C1(c2ccc(F)cc2)CCCC1)Nc1cc([N+](=O)[O-])ccc1F	2%	0%

More structures follow.
Molecule	UDG counterscr	AID inh
Cc1cccc2nc(-c3c(-c4ccc(Br)cc4)n(C)c(=O)n(C)c3=O)cn12	-2%	-4%
Cc1cccc(NC(=O)c2ccc(F)c(S(=O)(=O)NCc3ccc4c(c3)OCO4)c2)c1	9%	12%
Cc1ccc(C2C=C(c3ccc(F)cc3)Nc3nc(CCCO)nn32)cc1 (configuration not stated)	14%	-16%
O=C1Cc2cc(-c3csc(Nc4ccccc4F)n3)ccc2N1	?	-19%
O=C(Cc1c[nH]c2ccccc12)N1CCN(S(=O)(=O)c2cc(F)ccc2F)CC1	6%	4%
O=C(Nn1ccc2c(nnc3c(-c4ccccc4)cnn32)c1=O)c1ccncc1	-6%	4%
Cc1cccc(-n2ccnc2SC2CCCCC2=O)c1C (configuration not stated)	4%	-8%
O=C(NC1CCCC1)c1ccc2ccccc2c1	-7%	-10%
CCN1CCN(C(c2cccc(F)c2)c2c(O)cc(C)n(Cc3ccco3)c2=O)CC1 (configuration not stated)	24%	6%
COc1ccc(CCNC(=O)CSc2ccc(-c3ccccn3)nn2)cc1OC	-3%	-5%
CCN(Cc1ccccc1)Cc1c(O)ccc2oc(C)c(C(=O)Nc3ccc(C)cc3C)c12	-1%	-6%
CCOC(=O)c1c(NC(=O)c2nc3nc(C)cc(C(F)F)n3n2)sc2c1CCC(C)C2 (configuration not stated)	6%	-6%
O=C(NCCc1ccccc1)c1cc(-c2cccnc2)nc2ccccc12	0%	-8%
CCOC(=O)c1c(C)[nH]c(C)c1S(=O)(=O)N1CCCC(C(=O)NCc2cccc(C)c2)C1 (configuration not stated)	46%[activator]	7%
CNC(=O)c1c(NC(=O)c2nc(SCc3ccc(C)cc3)ncc2Cl)sc2c1CCCC2	-3%	0%
NC(=O)CSc1oc(-c2ccco2)nc1S(=O)(=O)c1ccc(Br)cc1	-15%	56%[activator]
Cc1ccc2nc(CN3CCN(S(=O)(=O)c4ccc(C)c(C)c4)CC3)oc2c1	-7%	-1%
COc1cc(NS(=O)(=O)c2ccc3c(c2)CCCN3C(C)=O)cc(OC)c1OC	3%	3%
COC(=O)c1sc(=S)n(-c2cc(Cl)ccc2C)c1N	10%	4%
CCOc1ccc(NC(=O)C(Cc2ccccc2)NS(=O)(=O)c2ccc3c(c2)oc(=O)n3C)cc1 (configuration not stated)	-20%	17%
COc1ccc(-c2nc3ccccc3o2)cc1NC(=O)c1ccc(N2CCC(C)CC2)c([N+](=O)[O-])c1	3%	18%
Cc1ccn(C(=O)C2CCN(C(=O)c3ccc(F)cc3)CC2)c(=NC2CCCCC2)c1	0%	-6%
O=C(Oc1c2c3c(noc3c3ccccc13)C(Oc1ccc(F)cc1)=CC2=O)c1ccc(F)cc1	10%	19%
COC(=O)C1CCN(C(c2ccccc2Cl)c2sc3nc(-c4ccco4)nn3c2O)CC1 (configuration not stated)	0%	9%
COc1cccc(-c2ocnc2C(=O)Nc2ccc(OC)cc2OC)c1	6%	4%
CC(CCc1ccccc1)NC(=O)c1cc(Cl)ccn1 (configuration not stated)	-22%	-9%
COc1ccc(/C=C/c2nc3ccccc3[nH]c2=O)cc1	-2%	3%
COc1cc(CN(C(=O)c2ccccc2F)C2CCS(=O)(=O)C2)cc(OC)c1OC (configuration not stated)	-2%	12%
CC(NC(=O)CCC1CCCC1)c1ccccn1 (configuration not stated)	1%	0%
CC(=O)c1c(C)nc2ccccc2c1C	-7%	4%
N#Cc1ccc(OCC(O)Cn2cnc3ccc(Br)cc3c2=O)cc1 (configuration not stated)	-9%	-10%
Cc1cc(=O)oc2cc(OC(=O)[C@H](C)NC(=O)OC(C)(C)C)c(Cl)cc12	-1%	-8%
Cc1ccc(C)c(NC(=O)c2ccc3c(c2)CCN3S(C)(=O)=O)c1	8%	10%
O=C(NCc1cccs1)c1ccc(Cn2c(SCc3ccc(F)cc3)nc3cccnc32)cc1	-11%[57.5 µM]	?
CCCCNC(=O)Cn1cnc2sc(C)c(S(=O)(=O)N3CCN(c4ccccc4OC)CC3)c2c1=O	1%	27%
COc1ccc(OCC(=O)NCc2ccc3c(c2)CCN3C(=O)c2ccccc2)cc1	-8%	-4%
O=C(O)CCCNC(=O)Cn1ccc2ccc(Cl)cc21	6%	1%
O=C(O)CNC(=O)CCn1ccc2ccc(F)cc21	-3%	2%
CCc1cccc(C)c1NS(=O)(=O)c1ccc(-n2cccn2)cc1	0%	0%
Cc1ccc(CSC2=Nc3ccccc3C3=NC(CC(=O)NCc4cccs4)C(=O)N23)cc1 (configuration not stated)	-5%	?
CCOc1ccc(C2C(=O)N(C3CCCCCC3)CC(=O)N2CCc2ccc(OC)c(OC)c2)cc1OC (configuration not stated)	0%[57.5 µM]	-12%
O=C1C=C(NCC23CC4CC(CC(C4)C2)C3)C2(CCCCC2)O1	-3%	-5%
CCN(CC)CCCNC(=O)c1cc(-c2ccc(OC)cc2)nc2ccccc12	-5%	-12%
Cc1cccc(NC(=O)Cn2c(=O)oc3cc(S(=O)(=O)NCc4ccccc4)ccc32)c1	-8%	-16%
CCCS(=O)(=O)N1CC(=O)N(c2ccccc2C)C(C)(C(=O)NC2CCCCC2)C1 (configuration not stated)	-14%	5%
COc1ccc(CCNC(=O)c2cnn(-c3ccc(F)cc3)c2C2CCN(C(=O)OC(C)(C)C)CC2)cc1OC	-11%	?
CCOc1ccccc1CNS(=O)(=O)c1ccc(-c2coc(C)n2)cc1	-11%	-6%
CCOC(=O)Cn1c(=O)n(-c2ccc(Cl)cc2)c2nc(-c3ccc(Cl)cc3)nc(C(N)=O)c21	-14%	7%
COc1ccc(C(=O)CCC(=O)Nc2cc(C)ccc2C)cc1	9%	7%
COc1cc(Cl)c(S(=O)(=O)NCCc2c(C)[nH]c3c(C)cccc23)cc1Cl	13%	i

(continued)
Molecule	UDG counterscr	AID inh
CCCCNC(=O)c1c(-c2ccccc2)c(-c2ccccc2)nn(C)c1=O	-9%[57.5 µM]	-6%
CCOC(=O)c1c(NC(=O)CSc2cn(CCNC(=O)c3c(F)cccc3F)c3ccccc23)sc2c1CCC2	-9%	-6%
CCOC(=O)c1nnc2c(-c3ccc(Cl)cc3)c(C)nn2c1C	-2%	-14%
Cc1ccc(-c2nc(C)c(CCNC(=O)c3ccco3)s2)cc1	3%	-6%
Cc1ccccc1-c1nc2n(CC(=O)N3CCCCCC3)c(C)cc(=O)n2n1	-6%	3%
Cc1ccc(C(O)CNC(=O)C2CCCCC2)cc1 (configuration not stated)	5%	6%
CCc1noc(-c2ccc(NC(C)c3ccccc3)c([N+](=O)[O-])c2)n1 (configuration not stated)	-4%	?
CCOc1ccc(-c2nc(C(N)=O)c3c(n2)n(-c2ccc4c(c2)OCO4)c(=O)n3CC)cc1	3%	26%
CCOc1ccccc1NC(=O)c1nn(C)c(=O)c2ccccc12	0%	-5%
Cc1ccc(CNC(=O)c2ccc(N3CCCC3)c(NC(=O)Nc3ccc(C)cc3)c2)cc1	4%	9%
Cc1cn2c(=O)cc(COc3ccc(NC(=O)c4ccc(C(C)(C)C)cc4)cc3)nc2s1	-5%	352%[activator]
CN(C)N1C(=O)CC(c2ccc(F)cc2)C2=C1CC(C)(C)CC2=O (configuration not stated)	-2%	5%
CCOc1ccc2c(c1)O/C(=C\c1cccc(OS(C)(=O)=O)c1)C2=O	-10%	-11%
CCc1c(C(=O)c2ccc[nH]2)oc2ccc(F)cc12	-3%	10%
Nc1ccc(C(=O)O)cc1CCCC(=O)O	-2%	43%[activator]
Cc1cc(C)c(NC(=O)Cc2cccs2)c(Cl)c1	9%	7%
CC(c1nc2ccccc2n1CC(=O)N(c1ccccc1)C(C)C)N1CCOCC1 (configuration not stated)	-4%	-10%
CC(CNC(=O)c1cc2ccccc2s1)N1CCCCC1 (configuration not stated)	11%	-5%
FC(F)(F)c1cnc(SCc2cccc3ccccc23)c(Cl)c1	-6%	-5%
CCOc1ccc2nc(N(Cc3cccnc3)C(C)=O)sc2c1	-2%	5%
COc1cccc(C2c3c(-c4ccccc4O)n[nH]c3C(=O)N2CCc2ccc(OC)c(OC)c2)c1 (configuration not stated)	-9%	-18%
CCOc1ccc(C2CC(=O)N(c3cccc(F)c3)C3=C2C(=O)OC3)cc1 (configuration not stated)	5%	10%
COc1cccc(Cn2c(-c3nonc3NC(C)=O)nc3ccccc32)c1	-2%[57.5 µM]	21%
CCCOc1ccc(Oc2nc(NC)nc(N3CCOCC3)n2)nn1	-9%	11%
NC(=O)CSc1nc2c(c(=O)n1-c1ccccc1)C1(CCCCC1)Cc1ccccc1-2	1%	-10%
Cc1ccc(CNC(=O)c2sc3nc(C)cc(C)c3c2-n2cccc2)cc1	-3%	0%
Cc1oc(-c2ccccc2)nc1CC(=O)NC1CCCCNC1=O (configuration not stated)	-11%	7%

Only part of the results is shown; the hit share may differ from the screen's.
